Screens as filed in PubChem.
Rv3671c protease: Rv3671c serine protease inhibitors, primary screen, biochemical, fluorescence polarization, M. tuberculosis H37Rv. P9WHR9. inhibition, % at 5.96 µM. hit rate 0.048% among 320,000. AID 2606, 2010; in the data active = inhibition above about 38%;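 note: extracellular domain of Rv3671c used as enzyme; 0% = enzyme with DMSO and 100% = no enzyme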
PriA SSB inh: inhibitors of Klebsiella pneumoniae PriA binding to SSB C-terminal tail, primary screen, biochemical, AlphaScreen | AlphaScreen SSBct-PriA binding, biotinylated peptide | inhibition, % at 33 µM | hit rate 0.6% among 430,000 | AID 1272365, 2023; in the data active = inhibition mostly above about 37%, no sharp cut-off; inactive = mostly below about 20%;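 note: plate controls were negative control peptide for no effect and reference peptide for full effect; strong numbers were not always called active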
3CLpro inhibitor: SARS-CoV 3CLpro protease inhibitors, primary screen, biochemical, quenched FRET. Replicase polyprotein 1ab (Severe acute respiratory syndrome coronavirus), P0C6X7. recombinant SARS-CoV 3CLpro, quenched FRET peptide cleavage. inhibition, % at 6 µM. hit rate 0.14% among 290,000. AID 1706, 2009; in the data active = inhibition above about 12%
BoNT A protease: BoNT/A light chain protease inhibitors, primary screen, biochemical, flow cytometry, MLPCN library. Botulinum neurotoxin type A light chain protease (Clostridium botulinum A str. ATCC 3502). multiplex microsphere protease substrate cleavage. inhibition, % at 10 µM. hit rate 0.17% among 360,000. AID 588499, 2011; note: plate controls were buffer without enzyme for full effect and enzyme alone for no effect
MazEF act: activators of E. coli MazEF toxin-antitoxin RNase, primary screen, biochemical, fluorescence, uHTS | Endoribonuclease toxin MazF (Escherichia coli (strain K12)), P0AE70 | FAM/BHQ RNA-DNA oligo cleavage fluorescence, 5 h | activation, % at 20 µM | hit rate 0.32% among 350,000 | AID 504720, 2011; in the data active = activation above about 50%
Target sequence (P0AE70 whole entry, looked up): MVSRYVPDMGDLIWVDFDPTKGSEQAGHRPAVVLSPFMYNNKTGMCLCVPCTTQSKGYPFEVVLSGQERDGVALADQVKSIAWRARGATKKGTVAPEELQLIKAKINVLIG
BoNT F protease: BoNT/F light chain protease inhibitors, primary screen, biochemical, flow cytometry, MLPCN library; Multiplex microsphere protease cleavage assay; inhibition, % at 10 µM; Botulinum neurotoxin type F light chain protease (Clostridium botulinum); hit rate 0.22% among 360,000; in the data active = inhibition above about 35%, passing the limit was not always enough; inconclusive = no clear call, values can overlap the other calls; note: plate controls were buffer without enzyme for full effect and enzyme alone for no effect
Anthrax LF inh2: Bacillus anthracis LF protease inhibitors, primary screen, biochemical, multiplex microsphere, MLPCN library; Lethal factor (Bacillus anthracis), P15917; multiplex microsphere protease cleavage assay; inhibition, % at 10 µM; hit rate 0.12% among 360,000; AID 588501, 2011; note: plate controls were buffer without enzyme for full effect and enzyme alone for no effect
Target sequence (P15917 whole entry, looked up): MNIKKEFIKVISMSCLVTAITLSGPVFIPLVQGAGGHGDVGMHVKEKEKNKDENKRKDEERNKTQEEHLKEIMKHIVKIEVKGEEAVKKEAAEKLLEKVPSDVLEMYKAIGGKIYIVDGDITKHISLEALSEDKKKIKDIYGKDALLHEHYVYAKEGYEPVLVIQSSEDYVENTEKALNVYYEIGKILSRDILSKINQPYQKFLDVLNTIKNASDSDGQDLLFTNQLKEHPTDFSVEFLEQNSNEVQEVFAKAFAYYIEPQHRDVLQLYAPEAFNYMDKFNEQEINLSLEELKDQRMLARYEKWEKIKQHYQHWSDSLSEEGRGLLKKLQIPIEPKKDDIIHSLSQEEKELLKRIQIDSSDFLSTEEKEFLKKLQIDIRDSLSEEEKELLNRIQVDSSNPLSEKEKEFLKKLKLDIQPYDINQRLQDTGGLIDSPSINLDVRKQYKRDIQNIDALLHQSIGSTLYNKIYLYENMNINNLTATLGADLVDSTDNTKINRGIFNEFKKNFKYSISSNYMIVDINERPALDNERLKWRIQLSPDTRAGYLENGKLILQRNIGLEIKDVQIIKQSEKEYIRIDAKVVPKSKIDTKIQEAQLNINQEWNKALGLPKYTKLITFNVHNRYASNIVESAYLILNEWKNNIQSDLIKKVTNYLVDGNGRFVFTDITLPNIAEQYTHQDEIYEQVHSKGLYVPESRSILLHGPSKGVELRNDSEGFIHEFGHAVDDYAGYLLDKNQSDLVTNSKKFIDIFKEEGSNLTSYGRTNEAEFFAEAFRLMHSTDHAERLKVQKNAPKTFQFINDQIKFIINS
PrPC TRFRET: inhibitors of human cell surface prion protein PrPC, primary screen, cell-based, TR-FRET; Major prion protein (Homo sapiens), P04156; inhibition, % at 13.8 µM; TR-FRET read-out; hit rate 0.43% among 370,000; in the data active = inhibition above about 24%; note: 0% = median of the test wells and 100% = reference compound wells
CCHF vOTU inh: CCHFV vOTU protease inhibitors, primary screen, biochemical, Pep-AMC substrate, fluorescence | AID 651958, 2012 | hit rate 0.55% among 370,000 | inhibition, % at 11.5 µM | Crimean-Congo hemorrhagic fever virus L polyprotein viral ovarian tumor (vOTU) protease …; in the data active = inhibition above about 30%; note: 0% = vehicle wells with enzyme and 100% = no enzyme wells
VHR inh abs: VHR1 phosphatase inhibitors, primary screen, biochemical, absorbance, uHTS | hit rate 0.52% among 290,000 | recombinant VHR phosphatase, pNPP absorbance | AID 1654, 2009 | inhibition, % at 13.3 µM; in the data active = inhibition above about 50%; note: some compounds called inactive have numbers as strong as hits
* hit, by the source's call; ? = inconclusive; · = no result given. Cut-off read from the data, not from the text of the source, unless noted: active = inhibition above about 30%; inconclusive = no clear call, values can overlap the other calls; inactive = below that. Not all compounds are listed (hit frequency here may not be typical).

Every second line gives: Rv3671c protease	MazEF act	BoNT F protease	PriA SSB inh	VHR inh abs	PrPC TRFRET	Anthrax LF inh2	BoNT A protease	CCHF vOTU inh	3CLpro inhibitor
CCOC(=O)C1=CCN(S(=O)(=O)c2ccccc2Br)C1c1cccc(Cl)c1 (centres undefined)
  ·	·	2	·	·	3	-2	0.6	-7	·
O=C(Nc1cccnc1)c1c(O)c2c(n(Cc3ccccc3)c1=O)CCCC2
  0	2	-1	-14	8	1	-2	-0.4	-2	3
Cc1c(C)n(Cc2ccccc2)c2ncnc(NN)c12
  -3	7	-16	8	·	0	-28	-1.1	-13	-2
O=C(CN1CCCC1)Nc1cccc(Cl)c1Cl
  -10	3	?	-2	30	-3	-10	5.2	7	-3
CC(C)(C)OC(=O)N[C@@H](C(=O)OC(C)(C)C)c1ccc2ccccc2c1
  -7	-1	-2	-9	·	3	2	0.1	1	·
COCC(=O)N(Cc1ccco1)c1nnc(C2CCOC2)s1 (centres undefined)
  -1	1	5	-4	11	1	0	-1.9	15	7
COc1ccc(OCc2nnc3n2N=C(c2ccc(Br)cc2)CS3)cc1
  -29	12	-16	-1	17	2	-3	-1.6	6	-2
CCNC(=S)N/N=C(\C)c1cccc(C(F)(F)F)c1
  -3	2	4	·	12	4	3	1.0	2	3
O=C(NC1=NCCS1)C12CC3CC(CC(C3)C1)C2
  -6	18	-10	-7	17	5	-2	0.2	6	6
Cc1ncc(CN2CCCC(C(=O)Nc3ccc(-c4cccc(F)c4)cc3)C2)n1C (centres undefined)
  5	1	-2	12	12	-5	-1	-0.6	-5	2
COc1ccccc1N(C)S(=O)(=O)c1ccc(C(=O)NCC(C)C)cc1
  4	0	-8	-1	-54	7	-4	-0.3	5	1
COCCC(=O)N1CCC(Oc2ccc(C(=O)NCCCC3CCCC3)cc2)CC1
  -2	-3	-12	-5	6	6	-2	-2.0	3	-9
O=C(CCN1C(=O)c2ccncc2C1=O)Nc1cc(F)ccc1F
  6	8	1	2	20	0	1	0.1	3	5
COc1ccc(CCNC(=O)C/C(C)=N/NC(=O)Cc2cccc3ccccc23)cc1OC
  1	-3	·	·	-18	7	·	·	-7	6
Nc1nc2ccc(C(=O)N3CCCCC3)cc2s1
  0	11	0	5	-17	1	-2	-1.6	3	-9
Cc1ccc([C@@H]2CC(=O)[C@@H]3CN(S(=O)(=O)c4ccc(C)cc4)[C@H](c4ccccc4)C[C@@H]3N2S(=O)(=O)c2ccc(Cl)cc2)cc1
  ·	-21	-7	·	·	1	-4	-1.0	1	·
CCOC(=O)[C@H]1[C@H]2COc3ccc(Br)cc3[C@H]2N2C(=O)CN(CCc3c[nH]c4ccccc34)C(=O)[C@@]12C
  ·	-1	4	0	·	-2	-3	0.6	0	·
Cc1ccccc1-n1nc2c(c1NC(=O)C1CC1)CS(=O)(=O)C2
  ·	0	-1	·	·	1	1	-0.1	-1	·
COc1ccc(CC(=O)NNS(=O)(=O)c2ccccc2[N+](=O)[O-])cc1OC
  5	5	8	-12	16	-10	-5	-1.0	-2	1
CCCc1nc(SCC(=O)Nc2cc(C)on2)c2ccccc2n1
  0	8	-7	1	12	123*	-24	-0.8	14	-3
O=C1NC(=O)C(Sc2ccccc2[N+](=O)[O-])C(=O)N1
  -20	-2	11	7	17	0	-10	2.2	16	-4
CCCCC[C@H](O)/C=C/[C@H]1CCC(=O)[C@@H]1CCCCCCC(=O)N1CCCCC1CO (some centres undefined)
  0	1	-18	-6	17	9	-2	-5.2	10	2
CN(CC(=O)Nc1cccc(F)c1)C(=O)c1ccc2c(c1)S(=O)(=O)N=C1CCCCCN12
  -3	1	-13	-9	·	7	-1	-0.2	-13	·
O=C(Cn1ncc2c3ccccc3n(Cc3ccccc3)c2c1=O)NCCCN1CCOCC1
  -18	6	-1	6	38	-7	0	-1.5	0	-7
O=C(CNC(=O)c1cccs1)N=Nc1c(O)[nH]c2ccc([N+](=O)[O-])cc12
  4	12	5	-13	13	-34	4	-1.0	29	-10
O=C(CSc1oc(-c2cccs2)nc1S(=O)(=O)c1ccc(F)cc1)NCC1CCCO1 (centres undefined)
  -1	-1	-77	2	-16	-8	-27	-3.8	4	-2
Cc1ccc(Cl)cc1N1CCN(S(=O)(=O)c2c(C)noc2C)CC1
  -1	-2	-3	-11	-15	-2	0	1.0	-2	7
COCCn1c(-c2ccco2)nc2nc3ccccc3nc21
  1	0	-8	-2	2	-30	1	1.0	-241	2
CCOC(=O)NC(CC(=O)O)c1ccc(OC)c(OC)c1 (centres undefined)
  3	5	-1	-4	16	-2	0	-0.1	-6	-6
CC(=O)Nc1cccc(Nc2cc(C)nn2C)c1
  ·	·	-6	·	·	-5	-4	0.1	-3	·
O=C(Nc1nccs1)c1ccc(Cl)nc1
  -1	7	-20	7	35	-3	-6	-4.9	-11	2
CC1(C)Cc2ccccc2C(=C(C#N)C#N)N1
  2	9	-4	0	4	3	-1	-0.6	-15	5
Cc1sc2ncnc(N3CCC(C(=O)NNC(=O)c4ccc(Cl)cc4)CC3)c2c1C
  -1	5	-1	-6	·	14	-3	0.0	-8	·
CC(C)n1c(=S)[nH]c2ccccc21
  -6	2	16	-18	4	-4	1	-0.8	9	1
CCCn1nc(NS(=O)(=O)c2ccccc2)c2cc3ccccc3nc21
  -4	5	10	-16	19	0	-6	0.4	-3	·
CC1CCC(NC(=O)c2ccc3nc[nH]c3c2)CC1 (centres undefined)
  8	2	5	-10	26	8	1	-0.5	0	-4
O=C(NCc1ccccc1)C1CCN(C(=O)Cc2ccccc2)CC1
  1	4	3	-13	-6	-5	-1	-2.5	8	2
O=C(CS(=O)(=O)Cc1ccccc1)Nc1ccc2c(c1)OCO2
  6	8	-4	0	-12	-1	-2	0.7	-6	2
O=C(CC(Nc1cccc(Cl)c1Cl)C(=O)OCC(=O)c1cccs1)c1ccccc1 (centres undefined)
  -19	4	14	6	5	1	0	0.9	4	-1
CNC(=O)C[C@H]1C(=O)N(Cc2ccccc2)C[C@@H]1C
  ·	4	4	·	·	11	5	0.4	-12	·
N/C(CCS(=O)(=O)c1ccc(Cl)cc1)=N\OC(=O)c1ccccc1Cl
  12	2	?	·	9	1	0	?	5	-1
COc1ccccc1C(=O)NCCC(=O)N1CC(C)OC(C)C1 (centres undefined)
  ·	14	2	-20	·	-4	-4	-0.8	-11	·
Cc1ccccc1OCc1nnc(SCC(=O)N2c3ccccc3Sc3ccc(Cl)cc32)o1
  5	-5	-3	-9	25	4	-4	0.6	-1	1
COCCNC(=O)CN1C2CCC1CC(O)(c1cccnc1)C2 (centres undefined)
  0	6	?	4	14	-4	-1	-0.2	10	2
O=C(Cc1ccc(Cl)cc1Cl)NCc1cccnc1
  -1	7	-16	-8	2	1	-14	-0.5	9	4
CCCCNC(=O)[C@H](Cc1c[nH]c2ccccc12)NC(=O)c1ccccc1Cl
  -2	2	-8	-2	-3	-1	0	-0.1	11	-2
Cc1ccccc1OCC(=O)Nc1ccc(N2CCN(C(=O)c3ccco3)CC2)cc1
  12	2	4	13	26	15	0	0.9	3	6
Cn1cc(CN2C[C@]3(C)C[C@H]2CC(C)(C)C3)c(-c2ccc3c(c2)OCCO3)n1
  10	-5	-4	0	4	1	-4	-1.3	1	0
O=C(CCn1c(=S)[nH]c2ccccc2c1=O)NCC1CCCO1 (centres undefined)
  5	-9	5	-2	-16	·	-1	5.0	·	3
CCOC(=O)c1cc(CC)sc1NC(=O)c1ccc(N2CCOCC2)c([N+](=O)[O-])c1
  -11	-2	3	8	21	·	0	3.1	·	2
COC(=O)c1sccc1-n1cc(C#N)c(=O)n(C)c1=O
  0	3	-14	4	2	2	-2	0.4	-5	2
COc1cc(NC(=O)c2cc3cccc(OC)c3o2)cc(C(=O)Nc2cccc(C(F)(F)F)c2)c1
  -212	-13	3	-9	19	0	8	0.2	2	·
COc1ccccc1OCc1nnc(SCC(=O)N2CCCCC2)n1-c1ccccc1
  1	1	-8	-16	41	-1	2	0.0	-3	0
COC(=O)c1cc(S(=O)(=O)NCc2ccccc2OC)cn1C
  2	-10	8	-11	24	10	-1	1.6	-2	0
O=C1OC(c2ccc3ccccc3c2O)(c2ccc3ccccc3c2O)c2ccccc21
  ·	-47	-8	21	·	-10	-12	0.9	28	·
COc1cc(-c2nnc(COC(=O)CSc3cc(C)c4ccccc4n3)o2)cc(OC)c1OC
  7	3	9	-17	8	14	-2	1.0	-5	-8
Cc1onc(-c2ccccc2)c1C(=O)NNC(=O)c1ccccc1Br
  -5	1	-5	-6	·	2	3	-0.1	3	·
CCOC(=O)N1CCN(C(=O)CSc2ncnc3sccc23)CC1
  ·	2	4	-9	·	-4	-3	1.5	10	·
CC1C(=O)C(C)C(c2ccccc2)N(N=O)C1c1ccccc1 (centres undefined)
  ·	2	1	-4	·	7	3	-0.2	8	·
COc1ccc(CCN(C)C(=O)CNC(=O)c2ccccc2F)cc1OC
  1	-2	-2	-11	16	0	2	0.2	0	-4
COc1ccc(OCC#CCn2ccnc2)cc1
  2	0	3	-8	6	-7	2	0.6	-16	5
